Compound activity (PubChem)
AP ELISA ortho = alternative pathway complement inhibition, orthogonal assay; 62,000 tested, 0.08% active; Human serum alternative complement pathway, LPS-coated ELISA, C3 deposition; tested in compound mixtures; AID 1235; inhibition, % at 5 µM;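 active means inhibition above 30% in each of the two pooled mixtures holding the compound, so the lower value exceeds 30%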;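 further: 0% = serum in Mg-EGTA without compound and 100% = EDTA serum blank; some compounds past the cut are filed as inactive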
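Medium: diluted human serum in Mg2+-EGTA GVB++. Assay system: human serum complement alternative pathway, C3 deposition onto LPS. Also added: Plate-bound LPS. Technique: Anti-C3 ELISA, OD 450 nm. Measure: percent inhibition. Incubation: 1 h at 37 °C. Dosing: 5 µM each compound, pools of ten, 50 µM per pool.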
S1P3 ag = agonists of human S1P3 receptor. activation, % at 4.5 µM. 60,000 tested, 0.1% active. Q99500. S1P3 NFAT-BLA reporter cells, agonism, FRET ratio; relative to 1 µM S1P, basal subtracted;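 active means activation above the screen-wide mean plus 3 SD, cut at about 4.5% in these data, passing the limit was not always enough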; further: some compounds called inactive have numbers as strong as hits
Target sequence (Q99500 whole entry, looked up): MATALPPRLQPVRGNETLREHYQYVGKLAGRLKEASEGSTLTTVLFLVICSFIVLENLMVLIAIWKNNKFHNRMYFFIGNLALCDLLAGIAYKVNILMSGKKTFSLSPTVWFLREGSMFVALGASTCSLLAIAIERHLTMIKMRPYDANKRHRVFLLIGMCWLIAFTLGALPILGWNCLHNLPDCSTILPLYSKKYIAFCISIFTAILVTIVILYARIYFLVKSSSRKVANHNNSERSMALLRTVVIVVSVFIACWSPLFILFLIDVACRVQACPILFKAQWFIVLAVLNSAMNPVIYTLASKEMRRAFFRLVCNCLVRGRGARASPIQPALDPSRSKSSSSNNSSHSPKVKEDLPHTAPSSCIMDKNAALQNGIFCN
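Assay system: CHO cells stably expressing human S1P3, Gα16 and NFAT-β-lactamase reporter. Timing: overnight plating, 4 h compound 37 °C, 2 h substrate RT. Signal: β-lactamase FRET emission ratio 460/535 nm. Measure: percent activation versus median 1 µM S1P response, basal-subtracted, per plate. Repeats: primary screen single test, confirmation screen in triplicate.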
Ecoli tolC = blocks growth of E. coli BW25113 tolC mutant. OD615. growth inhibition, % at 10 µM (by protocol). 65,000 tested, 2.2% active;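 active means growth inhibition at or above a cutoff equal to the mean over every tested compound plus 3 SD, cut at about 60% in these data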;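 further: growth measured after 20 h incubation at 37 °C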
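Material: E. coli BW25113 ΔtolC::kan, tolC deletion mutant strain. Measure: percent growth inhibition. Schedule: 37 °C, 20 h exposure. Doses: single-point testing at 10 µM. Signal: A615 absorbance measurement. Buffer or medium: kanamycin-containing LB broth (50 µg/mL).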
S1P1 ag pot = S1P1 (human) agonism or agonism potentiation. S1P1 CRE-bla cells, forskolin, beta-lactamase FRET, potentiator mode; S1P1 agonist co-added at EC20, 2 nM; 100% = saturating reference agonist, 0% = basal. activation, % at 9.5 µM. 56,000 tested, 0.57% active. AID 449;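 active means activation above a cutoff set at the mean activation of all tested compounds plus 3 SD, cut at about 54% in these data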;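 further: forskolin at 4 µM as EC80 and the EC20 agonist is SEW2871; 100% = SEW2871 at its EC100 plus forskolin at EC80; some compounds past the cut are filed as inactive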
HTR1E agonist = 5-HT1E (human) receptor agonism | activation, % at 6 µM | CHO 5-HT1E Ga15 NFAT-bla reporter, FRET; 0% DMSO wells, 100% control agonist wells | P28566 | 65,000 tested, 0.69% active | AID 574;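 active means activation above a set limit, the screen-wide mean activation plus 3 SD, cut at about 8.5% in these data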;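 further: 100% = positive control agonist at 1 µM giving full maximal response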
SF1 activator = SF-1 (human) activation. activation, % at 10 µM. AID 522. 65,000 tested, 1.9% active. Q13285. CHO-K1 Gal4-SF-1 LBD luciferase reporter; % increase over DMSO SF-1-specific signal;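 active means activation above the mean activation of all tested compounds plus 3 SD, cut at about 50% in these data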
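Assay system – CHO-K1 cells with Gal4–hSF-1 LBD chimera plus Gal4-driven luciferase · Quantity – 4,000 cells per well · Times – compound added 1 h post-seeding, 20 h exposure at 37 °C, 5% CO2 · Measured by – luciferase light emission · Benchmarks – DMSO and mock-transfected background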
5-HT1A blocker = blocks the human serotonin 5-HT1a receptor. P08908. CHO 5-HT1a Ga15 NFAT-bla reporter, antagonist mode. inhibition, % at 10 µM. 62,000 tested, 0.68% active. AID 612;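 active means inhibition above the mean of all tested compounds plus 3 SD, cut at about 43% in these data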;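 further: receptor stimulated by 5-CT agonist at 100 nM near EC80; beta-lactamase reporter measured by ratiometric fluorescence of a cleavable substrate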
RORa activator = RORA (human) activation; CHO-K1 Gal4-RORA LBD luciferase reporter, luminescence; percent increase over mock-subtracted basal signal; activation, % at 10 µM; 65,000 tested, 1.5% active; AID 560; P35398;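 active means activation above the mean of all tested compounds plus 3 SD, cut at about 49% in these data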;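 further: 0% = DMSO-treated RORA cells and 100% = added signal equal to DMSO minus mock-transfected cells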
Target sequence (P35398 whole entry, looked up, the tested form may be a part): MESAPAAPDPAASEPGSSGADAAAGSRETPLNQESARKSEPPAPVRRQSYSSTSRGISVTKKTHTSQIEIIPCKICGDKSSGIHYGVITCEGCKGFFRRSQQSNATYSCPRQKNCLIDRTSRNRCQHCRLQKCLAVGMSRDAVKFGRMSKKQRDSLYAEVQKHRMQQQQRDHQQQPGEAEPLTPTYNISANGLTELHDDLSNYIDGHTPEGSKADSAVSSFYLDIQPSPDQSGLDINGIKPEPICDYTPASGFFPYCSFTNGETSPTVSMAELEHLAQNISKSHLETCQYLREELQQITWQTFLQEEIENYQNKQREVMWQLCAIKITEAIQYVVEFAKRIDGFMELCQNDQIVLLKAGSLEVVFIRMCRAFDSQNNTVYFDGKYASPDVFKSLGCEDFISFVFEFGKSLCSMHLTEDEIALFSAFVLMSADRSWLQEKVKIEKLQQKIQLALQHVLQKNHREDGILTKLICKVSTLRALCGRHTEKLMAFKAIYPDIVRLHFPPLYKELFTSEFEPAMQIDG
5HT1E antag = antagonists of human 5-HT1E serotonin receptor. P28566. CHO 5-HT1E Ga15 NFAT-bla reporter, FRET, antagonist. inhibition, % at 6 µM. 65,000 tested, 0.99% active. AID 571;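 active means inhibition above a set limit, the mean inhibition across every tested compound plus 3 SD, cut at about 29% in these data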;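 further: signal is the 460 over 535 nm emission ratio of beta-lactamase substrate; 0% = agonist plus DMSO wells and 100% = wells without agonist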
Active calls of the source: *; · = not tested or not shown.

Every second line gives: AP ELISA ortho | S1P3 ag | Ecoli tolC | S1P1 ag pot | HTR1E agonist | SF1 activator | 5-HT1A blocker | RORa activator | 5HT1E antag
- COCc1cc(C)n(CC(=O)NC(C)c2ccccc2)c(=O)c1C#N (centres undefined)
  -2 | -1.5 | -14 | -12 | 0.2 | 2 | -6 | -17 | -3
- CN1CCC(N(C)CC(=O)Nc2cccc(Oc3ccccc3)c2)CC1
  16 | -1.4 | -16 | 8 | -0.2 | -8 | 5 | -20 | -6
- COc1ccc(S(=O)(=O)NCc2ccc3c(c2)cc(C)n3C)cc1
  17 | -1.0 | 13 | -8 | 0.8 | -8 | -7 | -6 | 7
- CN(C)c1ccc(-c2nn3c(-c4ccc(Cl)cc4Cl)nnc3s2)cc1
  8 | -0.3 | -2 | 7 | -0.9 | 23 | 17 | 10 | 37*
- CCc1c(C)nc(N)n2c(SCC(=O)N3CCCc4ccccc43)nnc12
  1 | -0.9 | -12 | -2 | -0.4 | -22 | 13 | 18 | 6
- COCCN1C(=O)c2oc3c(C)cc(C)cc3c(=O)c2C1c1cccc(O)c1 (centres undefined)
  3 | -1.2 | 17 | -13 | 0.5 | -5 | 6 | -17 | 6
- O=C(CN1CCCN(S(=O)(=O)c2ccc(F)cc2)CC1)Nc1ccccc1Br
  -1 | -1.1 | 49 | -3 | -1.5 | -26 | 4 | -6 | -2
- CCOC(=O)/C=C1\SCC(=O)N1CC(O)CN1C(=O)CS/C1=C\C(=O)OCC
  7 | -0.1 | -4 | -29 | -1.1 | 15 | -6 | 2 | -3
- CCOC(=O)c1cccc(NC(=O)CCn2cccc2)c1
  9 | -0.5 | 2 | -6 | 0.2 | 3 | -5 | 14 | -7
- CN(C)Cc1cc(C(C)(C)C)c(O)c(C(C)(C)C)c1
  5 | -0.5 | -10 | 6 | -0.9 | -3 | -3 | -17 | -5
- Cc1ccc(C(=O)N2CCOCC2)cc1S(=O)(=O)Nc1cccc(C)c1C
  8 | -1.2 | -7 | -8 | 0.1 | -10 | 4 | -13 | 2
- O=C(Nc1ccc(F)c(F)c1)c1ccc2c(c1)OCO2
  -4 | -0.5 | 2 | 6 | 0.1 | 66* | 4 | 24 | 13
- CCOC(=O)c1cnc(SCc2nc(N)nc(Nc3ccccc3)n2)nc1N
  -13 | 0.2 | 23 | · | 0.7 | 11 | -7 | 7 | 19
- CS(=O)(=O)N1CCc2cc(S(=O)(=O)N3CCN(Cc4ccc5c(c4)OCO5)CC3)ccc21
  11 | 0.2 | -4 | -2 | 1.0 | -4 | -6 | -5 | 11
- O=C(NCc1cccs1)C1CCN(c2nc3ccccc3o2)CC1
  -1 | 0.4 | -9 | 3 | 0.0 | 17 | -12 | 16 | -7
- CC1CN(S(=O)(=O)c2ccc(-c3nc4ccccc4s3)cc2)CC(C)O1 (centres undefined)
  -1 | · | 10 | · | 1.4 | 14 | -3 | -6 | 0
- O=c1cc(N2CCc3ccccc3C2)[nH]c(=O)n1C1CCCCC1
  7 | 0.4 | -1 | -35 | 0.3 | 10 | 2 | -17 | 0
- O=C(O)CCN1C(=O)C2C3C=CC(C3)C2C1=O (centres undefined)
  12 | -0.7 | -14 | 4 | -0.9 | 12 | -2 | 0 | 18
- Cc1ccc(CNC(=O)CCCNS(=O)(=O)c2cccc3nonc23)cc1
  10 | · | -1 | · | 1.1 | -3 | 2 | -10 | -2
- CCOC(=O)c1cccc(NC(=O)CCc2nc(-c3ccccc3F)no2)c1
  9 | -0.2 | -12 | -8 | -1.6 | -2 | 3 | -13 | -9
- CC1(C)Cc2c(c(N3CCOCC3)nc3snc(Br)c23)CO1
  · | -2.7 | 16 | -32 | -0.6 | 7 | · | 13 | 24
- CC(C(=O)N1CCCCC1)n1sc2ccccc2c1=O (centres undefined)
  5 | -1.1 | -15 | 6 | -0.4 | 43 | -4 | 14 | 1
- O=C(CSc1nnc(Nc2ccccc2)s1)NCc1ccco1
  19 | 0.9 | -9 | 10 | -0.6 | -17 | -14 | -12 | 3
- CCOc1ccc2nc(SCC(=O)NCc3ccco3)sc2c1
  14 | -0.5 | 22 | -13 | 0.2 | 3 | 3 | -20 | -1
- CCOc1ccc2nc(NCCNC(=O)C3CC3)c(C)cc2c1
  -15 | 0.0 | 14 | 12 | -0.3 | -2 | 6 | -10 | 0
- CCc1c(C(=O)NC2CCCC2)csc1C
  24 | -1.2 | -5 | 6 | -1.4 | -14 | 1 | -10 | 7
- C=CCOc1nc2c(c(=O)n(C)c(=O)n2C)n1Cc1c(Cl)cccc1Cl
  -9 | -3.6 | 19 | 10 | -0.7 | -9 | · | -10 | 8
- O=C(O)c1ccc2nc(C(F)(F)F)[nH]c2c1
  2 | -0.1 | -18 | 0 | -0.8 | -14 | -5 | -9 | -2
- CC(c1ccccc1)N1CNc2c(c(=O)n(C)c(=O)n2C)C1 (centres undefined)
  8 | -0.4 | -26 | · | 0.3 | -3 | 8 | -12 | -3
- CCOC(=O)CSc1nc2c(c(-c3ccc(C)o3)c1C#N)CCCC2
  2 | -1.4 | 31 | -21 | 0.3 | -15 | 1 | 10 | -11
- O=C(Nc1ccc2c(c1)OCCO2)C1CCCN(S(=O)(=O)Cc2ccccc2)C1 (centres undefined)
  14 | · | -1 | · | -1.6 | 11 | 11 | -16 | 9
- Cc1ccc(CCNC(=O)c2coc3nc4ccccc4nc23)cc1
  10 | 1.0 | 7 | -48 | 13* | 16 | -17 | 11 | -3
- Cc1nn(-c2ccccc2)c2c1C1(C(=O)N(C)c3ccccc31)N(c1ccccc1)C(=O)N2 (centres undefined)
  12 | 0.5 | -4 | 13 | 0.1 | 4 | 7 | 16 | 13
- Cc1cc(C(=O)CC#N)c(C)n1-c1ccc(OC(F)F)cc1
  7 | -0.7 | 6 | 70 | -1.0 | 0 | 6 | -14 | 9
- CC(C)(C)C1CCc2c(sc3c2C(=O)NC(c2ccco2)N3)C1 (centres undefined)
  -12 | -1.8 | 38 | 6 | 0.7 | 14 | -2 | 26 | -5
- O=C(NCc1ccc(F)cc1)C1C2C=CC3(CN(Cc4cccnc4)C(=O)C13)O2 (centres undefined)
  -8 | · | -8 | · | -1.0 | 1 | -3 | -2 | -2
- Cc1cccc(C)c1NC(=O)C1(NC(=O)C2CCCN2C(=O)OC(C)(C)C)CCCCC1 (centres undefined)
  2 | -0.6 | 1 | 1 | -0.9 | -12 | 6 | -14 | 0
- CCOC(=O)C1CCN(S(=O)(=O)c2cn(C)c(=O)n(C)c2=O)CC1
  13 | -0.8 | -2 | -8 | 0.5 | 6 | -7 | -3 | 4
- O=C1c2ccccc2C(O)(Cc2ccccc2)N1C1CCCCC1 (centres undefined)
  16 | -0.5 | 100* | · | -0.1 | -6 | 26 | -16 | -4
- O=S(=O)(NCc1cccs1)c1cccc(S(=O)(=O)N2CCCCC2)c1
  -1 | -0.4 | 17 | 14 | 0.0 | -13 | -6 | -3 | 5
- Cc1cc(C)n2nc(SCC(=O)Nc3c(C)nn(-c4ccccc4)c3C)nc2n1
  6 | 0.8 | -14 | -9 | -0.2 | -7 | 5 | -16 | -2
- CC(=O)Nc1cccc(NC(=O)CSc2nnnn2Cc2ccccc2)c1
  21 | -0.6 | 9 | -6 | -0.5 | 15 | 2 | 7 | -1
- CCOC(=O)C1CCN(S(=O)(=O)c2ccc(-c3nc4ccccc4s3)s2)CC1
  12 | 0.3 | 1 | -2 | 0.4 | 68* | -7 | 10 | 3
- Cc1nc(N2C(=O)C(=O)/C(=C(/O)c3ccccc3)C2c2ccco2)sc1C (centres undefined)
  8 | -1.1 | 38 | -5 | -0.1 | -17 | -12 | 7 | 1
- CC(=O)N1CCCc2cc(S(=O)(=O)N3CCc4ccccc4C3)ccc21
  9 | -0.5 | 23 | 22 | 0.5 | -6 | 7 | -9 | 12
- Cc1ccccc1CNC(=O)Nc1cccs1
  7 | 0.1 | 4 | 5 | -1.4 | 15 | -1 | 33 | 1
- COC(=O)C1CCN(C(=O)CSc2nnc(-c3ccncc3)o2)CC1
  -6 | · | -21 | · | -0.5 | 1 | -6 | 16 | -2
- CC(C)COc1ccc(/C(O)=C2/C(=O)C(=O)N(CCN(C)C)C2c2ccncc2)cc1 (centres undefined)
  6 | 0.0 | -17 | 11 | 0.9 | -14 | -14 | -2 | 3
- Cc1ccc2nc(-c3ccc(SCC(=O)Nc4cc(C)on4)nc3)[nH]c2c1
  -3 | 0.1 | -3 | 3 | -0.4 | -2 | 11 | -12 | 8
- COc1ccc(CCNC(=O)CSc2nnc(Cc3csc(N)n3)n2C)cc1OC
  10 | -1.3 | 7 | · | 0.6 | 14 | -9 | 4 | -3
- CCOC(=O)N1CCN(S(=O)(=O)c2ccc3c(c2)CCN3C(=O)CC)CC1
  18 | · | 10 | · | -0.8 | -20 | 7 | -4 | 7
- Cc1nn(C)c(C)c1N=Cc1c(O)ccc2ccccc12
  10 | -1.1 | 0 | -4 | -1.1 | -5 | -2 | -18 | 1
- COc1cc(OC)c(C2N(c3ccccn3)C(=O)C3CCCN32)cc1OC (centres undefined)
  12 | -1.0 | -19 | 11 | -0.5 | 8 | 9 | 13 | 5
- CCOC(=O)c1sc(NC(=O)c2cc(S(=O)(=O)N3CCOCC3)ccc2C)nc1C
  9 | · | 43 | · | 0.5 | -4 | 5 | -3 | -3
- Cc1nc(N2CCN(Cc3ccc4c(c3)OCO4)CC2)nc2c1C(=O)CC(c1ccco1)C2 (centres undefined)
  2 | -0.4 | 51 | 14 | 0.1 | -20 | -3 | -3 | -2
- CCCn1c(SCC(=O)Nc2c(CC)cccc2CC)nnc1C(C)C
  -6 | -1.3 | -1 | -22 | -0.7 | 12 | 2 | 1 | 12
- CCc1ccccc1N1CCN(S(=O)(=O)c2ccc(F)c(C)c2)CC1
  -9 | 0.1 | 32 | · | -1.9 | 6 | 30 | 7 | 14
- c1ccc2[nH]c(N3CCOCC3)nc2c1
  1 | 2.6 | -6 | 0 | 0.1 | 2 | -5 | 6 | -6
